HDAC3 inh: HDAC3 deacetylase inhibitors, primary screen, biochemical, fluorescence, cell-free homogeneous. AID 2718, 2010. Histone deacetylase 3 (Homo sapiens), O15379. inhibition, % at 8.3 µM. recombinant HDAC3, fluorogenic peptide/trypsin coupled. 320,000 tested, 0.15% active; in the data active means inhibition above about 26%, passing the limit was not always enough; inconclusive means no clear call, values can overlap the other calls
SKKanGAS inh: S. pyogenes SKKanGAS growth inhibitors in kanamycin, primary screen, streptokinase expression inhibitor project, SKKanGAS strain, BacTiter-Glo luminescence. 6 h. inhibition, % at 7.5 µM. 300,000 tested, 1.3% active. AID 1662, 2009;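 active means mean replicate score, as percent of positive control median, at least 50; inconclusive means mean below 50 but one replicate at or above 50; inactive means mean and every replicate below 50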;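 further: strain carries kanamycin resistance gene driven by streptokinase promoter and grows in 40 µg/ml kanamycin; loss of luminescence reflects streptokinase promoter inhibition or plain growth inhibition; 0% = median of DMSO wells and 100% = positive control at its reference dose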
RGS4 pot: RGS4 potentiators or activators, primary screen, cell-based, HEK293 M3R inducible RGS4, calcium flux | B-score at 10 µM | carbachol calcium flux Fluo4; hits give low values | 310,000 tested, 0.92% active | AID 463111, 2010;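 active means B-score of the integrated calcium signal more than 4 SD below the library mean, with starting fluorescence not abnormally high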;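 further: negative B-score means reduced calcium response which marks RGS4 activation or potentiation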
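test system = HEK293 cells with stable M3R and inducible RGS4 | schedule = recording 10 s baseline at 1 Hz, 100 s post-agonist | technique = Fluo4-AM (2 µM) calcium-flux fluorescence, kinetic read | measure = Agonist-evoked peak-minus-minimum fluorescence over baseline, integrated ratio, B score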
KCNQ1 pot: potentiators or activators of KCNQ1 channel, primary screen, cell-based, thallium flux, high-throughput. 310,000 tested, 0.35% active. CHO-K1 KCNQ1, thallium flux FluxOR fluorescence; hits give high values. Potassium voltage-gated channel subfamily KQT member 1 (Homo sapiens), P51787. AID 2648, 2010. B-score at 10 µM;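 active means fluorescence ratio B-score, a plate-corrected score, at least three library SD, with initial intensity B-score within 5 SD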
Target sequence (P51787 whole entry, looked up): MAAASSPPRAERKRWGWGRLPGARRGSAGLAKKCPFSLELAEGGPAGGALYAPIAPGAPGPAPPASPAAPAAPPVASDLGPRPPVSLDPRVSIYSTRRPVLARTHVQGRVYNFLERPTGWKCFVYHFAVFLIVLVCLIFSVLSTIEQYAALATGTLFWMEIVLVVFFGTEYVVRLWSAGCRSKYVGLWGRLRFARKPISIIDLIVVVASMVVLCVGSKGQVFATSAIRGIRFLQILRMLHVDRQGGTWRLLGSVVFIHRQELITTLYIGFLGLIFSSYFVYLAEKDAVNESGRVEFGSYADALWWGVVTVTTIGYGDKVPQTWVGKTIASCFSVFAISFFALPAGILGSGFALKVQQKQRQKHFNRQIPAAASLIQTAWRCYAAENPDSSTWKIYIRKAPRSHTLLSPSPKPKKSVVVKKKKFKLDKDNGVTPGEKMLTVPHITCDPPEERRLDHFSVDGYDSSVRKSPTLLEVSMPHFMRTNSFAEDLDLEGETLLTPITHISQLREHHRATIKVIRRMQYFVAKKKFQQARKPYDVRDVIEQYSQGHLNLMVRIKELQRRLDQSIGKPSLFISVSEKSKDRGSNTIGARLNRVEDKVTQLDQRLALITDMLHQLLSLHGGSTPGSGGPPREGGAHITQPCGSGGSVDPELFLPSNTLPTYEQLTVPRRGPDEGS
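Assay system: stable KCNQ1 CHO-K1 line; medium: assay buffer, equal DMSO in all wells; timing: 90 min dye loading and 20 min compound exposure, both at room temperature; technique: kinetic FluxOR thallium fluorescence, 10-s 1-Hz baseline, 110-s post-stimulus read; read-out basis: B score of baseline-normalized fluorescence ratio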
RGS4 inh: RGS4 inhibitors, primary screen, cell-based, HEK293 M3R inducible RGS4, calcium flux. Regulator of G-protein signaling 4 (Homo sapiens), P49798. Fluo-4 calcium flux; hits give high values; triggered by carbachol at its EC20. B-score at 10 µM. 310,000 tested, 0.45% active;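 active means B-score, a plate-corrected calcium signal, over three deviations above library mean, with baseline fluorescence within five deviations of library mean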;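 further: RGS4 expression induced by doxycycline in cells with stable M3 receptor; B-score is computed from the integrated fluorescence ratio over baseline after carbachol; higher B-score means a larger calcium signal and so more RGS4 inhibition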
Target sequence (P49798 whole entry, looked up): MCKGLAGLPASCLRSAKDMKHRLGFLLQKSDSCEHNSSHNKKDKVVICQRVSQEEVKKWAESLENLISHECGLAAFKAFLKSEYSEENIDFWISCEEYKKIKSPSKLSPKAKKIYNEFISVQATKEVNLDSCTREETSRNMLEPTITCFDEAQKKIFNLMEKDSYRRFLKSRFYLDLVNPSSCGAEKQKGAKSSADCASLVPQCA
hERG protect: hERG rescue from dofetilide block, primary screen, cell-based, CHO-hERG, FluxOR thallium flux, dofetilide IC70 | Voltage-gated inwardly rectifying potassium channel KCNH2 (Homo sapiens), Q12809 | dofetilide IC70 present | activation (rescue from dofetilide block), less the hit threshold, % at 10 µM | 310,000 tested, 0.51% active;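 active means activation above the mean of controls blocked by dofetilide plus 5 SD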;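 further: thallium influx through hERG after potassium depolarization seen as dye fluorescence rise; in these data hits start at about 4.7%; inactives centre near -7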
ANO1 activ: TMEM16A chloride channel activators or potentiators, primary screen, cell-based, HTS; 340,000 tested, 0.3% active; Anoctamin-1 (Mus musculus), Q8BHY3; B-score at 10 µM; HEK293 TMEM16A/YFP-H148Q/I152L, iodide quench fluorescence; hits give low values;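 active means fluorescence-ratio B-score plate-corrected deviation score at least 3 library SD below zero, with starting fluorescence score within 5 deviations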;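 further: channel opened by trigger with iodide after compound preincubation; score built on the fluorescence ratio of max minus min over baseline; more negative score means more quench and so TMEM16A activation or potentiation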
KCNQ1 block: inhibitors of human KCNQ1 channel, primary screen, cell-based, thallium flux, high-throughput. Potassium voltage-gated channel subfamily KQT member 1 (Homo sapiens), P51787. CHO-K1 KCNQ1, FluxOR thallium flux fluorescence; hits give high values. B-score at 10 µM. 310,000 tested, 1.3% active. AID 2642, 2010;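 active means compounds whose thallium flux B-score, printed positive for inhibition, exceeds three library SD while starting fluorescence stays within three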;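 further: channel opened by potassium depolarization with thallium stimulus after 20 min compound exposure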
KCNK9 inh: KCNK9 potassium channel inhibitors, primary screen, HEK293 cells, thallium flux; Potassium channel subfamily K member 9 (Homo sapiens), Q9NPC2; FluxOR thallium flux fluorescence; hits give low values; B-score at 10 µM; 310,000 tested, 1.2% active; AID 488922, 2010;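 active means ratio B-score over 3 SD below the library mean, with starting fluorescence within 5 SD of its mean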;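 further: negative B-score means less thallium flux so channel inhibition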
TMEM16A inh: TMEM16A chloride channel inhibitors, primary screen, cell-based, HTS; 310,000 tested, 1.2% active; AID 588511, 2011; HEK293 TMEM16A/YFP iodide influx fluorescence, ionomycin; normalized B-score (activity score, 25-100; higher = stronger inhibition) at 10 µM;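 active means ratio plate-corrected score three or more library SD toward inhibition, starting fluorescence score within five deviations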;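 further: score derived from kinetic fluorescence span divided by baseline fluorescence per well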
KCNK3 block: human KCNK3 channel inhibitors, primary screen, CHO cells, FluxOR thallium flux, B-score; 340,000 tested, 0.84% active; Potassium channel subfamily K member 3 (Homo sapiens), O14649; B-score at 10 µM; FluxOR fluorescence; hits give low values;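 active means B-score under library mean minus 4 SD, starting fluorescence ratio at most library mean plus 5 SD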;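 further: more negative B-score means stronger inhibition of thallium flux through KCNK3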
* hit, by the source's call; i = inactive; u = inconclusive.

SMILES	HDAC3 inh	SKKanGAS inh	RGS4 pot	KCNQ1 pot	RGS4 inh	hERG protect	ANO1 activ	KCNQ1 block	KCNK9 inh	TMEM16A inh	KCNK3 block
Nc1ccc2nc(-c3cccc(-c4nc5ccc(N)cc5[nH]4)c3)[nH]c2c1	-8	8	i	i	i	-5	i	i	i	i	i
Cc1csc(SCC(=O)Nc2nncs2)n1	-1	-5	i	i	i	-9	i	i	i	i	i
O=C(NC1CCCCC1)C(c1cccnc1)N(C(=O)c1ccc(Cl)nc1)C1CCCCC1 (configuration not stated)	-4	4	i	i	i	-15	i	22*	i	i	i
CN(Cc1ccccc1)S(=O)(=O)c1ccc(OCC(=O)NCc2ccccn2)cc1	4	2	i	i	i	-6	i	i	i	i	i
O=c1[nH]n2c(=O)c3c([nH]c2c1N=Nc1cccc(Cl)c1)CCC3	0	18	i	i	i	-7	i	i	i	i	i
O=C(CCN1C(=O)C2CC=C(Cl)CC2C1=O)Nc1ccccc1O (configuration not stated)	24	3	i	i	i	-4	i	i	i	i	i
CCN(c1ccccc1)S(=O)(=O)c1ccc(OC)c(NC(=O)CNCC(C)O)c1 (configuration not stated)	u	-4	i	i	i	-2	i	i	i	i	i
COc1cccc(Nc2nc3ccc(C(=O)c4ccccc4)cc3n3cnnc23)c1	-2	9	i	i	i	-8	i	i	i	i	i
COc1ccc(C(=O)NC2CCN(CC(=O)NCc3ccccc3F)CC2)cc1	-3	1	i	i	i	0	i	i	i	i	i
O=C(CCc1ccccc1)NNC(=O)c1ccccn1	-6	11	i	i	i	-2	i	i	i	i	i
COc1ccc(C2c3c(oc4ccccc4c3=O)C(=O)N2c2ccccn2)cc1OC (configuration not stated)	-1	-9	i	i	i	-6	i	i	i	i	i
Cc1noc(C)c1C(=O)N1CCN(Cc2ccc3c(c2)OCO3)CC1	2	-4	i	i	i	-7	i	i	i	i	i
CC1CCC2(CC1)NC(=O)N(Cc1nnc(-c3cccs3)o1)C2=O (configuration not stated)	0	-5	i	i	i	-6	i	i	i	i	i
CC1Nc2nc(NC(=O)C(C)(C)C)[nH]c(=O)c2N(C)C1C (configuration not stated)	1	4	i	i	i	-6	i	i	i	i	i
Cc1ccc(NC(=O)Cn2c(=O)oc3ccccc32)cc1	2	-3	i	i	i	-4	i	i	i	i	i
CC1CCCCN1Cc1ccc(-c2nn[nH]n2)cc1 (configuration not stated)	1	-5	i	i	i	-8	i	i	i	i	i
CC(C)CN1C(=O)c2ccc(C(=O)Nc3ccc(O)cc3C(=O)O)cc2C1=O	7	-1	i	i	i	-3	i	i	i	i	i
Cc1ccc(S(=O)(=O)CCC(=O)OCC(=O)c2ccc(C)c(C)c2)cc1	3	-4	i	i	i	-7	i	i	i	i	i
CC(=O)N1c2ccc(S(=O)(=O)N3CCC(C(=O)N4CCN(c5ccccc5F)CC4)CC3)cc2CC1C (configuration not stated)	2	0	i	i	i	-7	i	i	i	i	i
COc1ccc(N=C2NN=C(c3ccc4c(c3)OCCO4)CS2)cc1	8	-2	i	i	i	-6	i	i	i	i	i
Cc1ccc(S(=O)(=O)NCCC(=O)Nc2cccc(S(N)(=O)=O)c2)cc1C	2	-2	i	i	i	-2	i	i	i	i	i
COc1ccc(/C=C2\SC(=S)N(CCCC(=O)N3CCOCC3)C2=O)cc1	3	4	i	i	i	-8	i	i	i	i	i
Cc1nc2ccc(Br)cc2c(-c2ccccc2)c1C(=O)O	11	2	i	i	i	-17	i	6*	i	i	i
COc1cccc(/C=C/C(=O)NNC(=O)c2cc(C)oc2C)c1	-3	0	i	i	i	-15	i	i	i	i	i
COc1ccc(C(=O)NNC(=O)C2CCN(S(=O)(=O)c3ccc(C)cc3)CC2)cc1	3	-3	i	i	i	-9	i	i	i	i	i
CCOc1ccc(Cl)cc1S(=O)(=O)N1CCC(C(=O)NCc2cccnc2)CC1	-8	2	i	i	i	-7	i	i	i	i	i
CCCOc1ccccc1NS(=O)(=O)c1ccc2[nH]c(=O)[nH]c2c1	7	11	i	i	i	-1	i	i	i	i	i
Cc1cc(C)cc(NC(=O)CCC(=O)Nc2nnc(C(F)(F)F)s2)c1	-3	0	i	i	i	-6	i	i	i	i	i
FC(F)(F)c1cc(-c2ccco2)nc(-n2nnc3ccccc32)n1	-6	-3	i	i	i	-9	i	i	i	i	i
CN(C)CCN(Cc1ccccc1)C(=O)[C@H](Cc1ccccc1)N1C(=O)c2ccccc2C1=O	-4	-4	i	i	i	-7	i	i	i	i	i
CC1CCN(CC(=O)Nc2nn(-c3ccccc3)nc2C(N)=O)CC1	-5	-2	i	i	i	-11	i	i	i	i	i
CC1=NN(c2nc(-c3ccc(C)cc3)cs2)C(=O)C1N=Nc1cccc(O)c1 (configuration not stated)	5	11	i	i	i	-20	i	i	i	i	i
CN1CCN(c2ccccc2NC(=O)c2ccc(-c3ccccc3)cc2)CC1	5	0	i	i	i	-14	i	i	i	i	-8.8*
O=C(COC(=O)c1cc(S(=O)(=O)N2CCOCC2)ccc1O)NCCc1ccccc1	-2	6	-9.5*	i	i	-8	i	i	i	i	i
O=S1OCCN1c1ccccc1 (configuration not stated)	-1	3	i	i	i	-4	i	i	i	i	i
CCn1c(COC(=O)CNC(=O)c2ccccc2)nc2cc(S(=O)(=O)N(C)C)ccc21	1	-5	i	i	i	-15	i	i	i	i	i
CCC(C)N1C(=S)SC(C)(C)C1N(O)C(=O)NC1CCCCC1 (configuration not stated)	6	0	i	i	i	-10	i	i	i	i	i
CCc1c(C)sc(NC(=O)c2cc(-c3ccc(OC)c(OC)c3)on2)c1C#N	-5	3	i	i	i	-6	i	i	i	i	i
Cn1c(C(=O)N2CCCC(C(=O)NCc3ccc4c(c3)OCO4)C2)cc2sccc21 (configuration not stated)	-4	-9	i	i	i	-14	i	i	i	i	i
COc1cc([N+](=O)[O-])ccc1NC(=O)Oc1ccc(NC(C)=O)cc1	2	-1	i	i	i	-4	i	i	i	i	i
COc1ccc(C2Nc3ccccc3C(=O)N2Cc2ccccc2)cc1Cn1nnc2ccccc21 (configuration not stated)	-4	25	i	i	i	-3	i	i	-8.5*	i	i
O=C(CSc1ccc(-c2cccc([N+](=O)[O-])c2)nn1)N1CCCCCC1	-2	-4	i	i	i	-9	i	i	i	i	i
Cc1ccc(N2C(=O)NC(NC(=O)C(C)(C)C)(C(F)(F)F)C2=O)cc1 (configuration not stated)	7	-7	i	i	i	-8	i	i	i	i	i
Cc1noc(C)c1COC(=O)C(c1ccccc1)c1ccccc1	8	0	i	i	i	-14	i	i	i	i	i
COc1ccc(-c2nnc(SCc3ncc(-c4ccccc4)o3)o2)cc1	5	-17	i	i	i	-9	i	i	i	i	i
CCN(CC)S(=O)(=O)c1ccc2[nH]c(=O)cc(C(=O)Nc3ccccc3N3CCCC3)c2c1	1	23	i	i	i	-10	i	i	i	i	i
CCN1C(=O)[C@H]2[C@@H](c3ccc(-c4ccccc4)cc3)N[C@@](CC(C)C)(C(=O)OC)[C@H]2C1=O	5	9	i	i	i	-8	i	i	i	i	i
CN1C(=O)C(O)(c2sc(N)nc2-c2ccccc2)c2ccccc21 (configuration not stated)	1	0	i	i	i	-11	i	i	i	i	i
Cc1cccc(N(CC(=O)Nc2ccccc2F)S(C)(=O)=O)c1	3	4	i	i	i	-16	i	i	i	i	i
NC(=O)C1(N2CCCCC2)CCN(CC(=O)Nc2ccc(Oc3ccccc3)cc2)CC1	1	-9	i	i	i	-2	i	i	i	i	i
CS(=O)(=O)N1CCN(c2ccccc2NC(=O)c2ccco2)CC1	-3	0	i	i	i	-2	i	i	i	i	i
COC(=O)c1ccc(CNS(=O)(=O)c2ccc3ccccc3c2)cc1	7	-1	i	i	i	-5	i	i	i	i	i
CC(=O)c1c(N2CCOCC2)nc(=S)n(-c2ccccc2)c1C	3	-7	i	i	i	-6	i	i	i	i	i
NC(=O)NCCN1CCN(c2ncc(C(F)(F)F)cc2Cl)CC1	3	-4	i	i	i	-2	i	i	i	i	i
COC(=O)CC1c2cc(OC)c(OC)cc2CC(=O)c2cc(OC)c(OC)cc21 (configuration not stated)	6	0	i	i	i	-4	i	i	i	i	i
CN1CCN(C(=O)CCc2ncc(C(F)(F)F)cc2Cl)CC1	3	6	i	i	i	0	i	i	i	i	i
CN1C(=S)N(c2ccccc2)C(=O)/C1=C/c1cccs1	2	-1	i	i	i	-7	i	i	i	i	i
CC(=O)Nc1ccc(Oc2cc(NC(C)=O)cc([N+](=O)[O-])c2)cc1	-14	-1	i	i	i	-5	i	i	i	i	i
O=C(Cn1cnc2c(nnn2-c2cccc(Cl)c2)c1=O)N1CCCC1	-13	10	i	i	i	-5	i	i	i	i	i
CC(c1cccs1)N(Cc1ccco1)C(=S)Nc1ccccc1Cl (configuration not stated)	3	23	i	i	i	-21	i	i	i	i	-9*
CCOC(=O)N/N=C(/C)c1cccc(-n2cnnn2)c1	0	1	i	i	i	0	i	i	i	i	i
CCc1nnc(NC(=O)CSc2nnc(-c3ccc(O)cc3)n2C)s1	-6	4	i	i	i	-7	i	i	i	i	i
C/C(=N\NC(=O)c1ccc(N2CCCC2=O)cc1)c1ccc(O)cc1O	5	6	i	i	i	-7	i	i	i	i	i

Source: PubChem
